Gli-Sufu antag = antagonists of Gli-Sufu signaling. inhibition, % at 5 µM. 340,000 compounds, 0.74% hits. AID 588413. Sufu-KO-LIGHT fibroblasts, Gli luciferase reporter luminescence;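 active = inhibition above about 55%, limit read from the data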;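 also: 0% = DMSO-treated cells and 100% = wells with medium but no cells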
Jurkat NFkB inh = inhibitors of the PMA/ionomycin-induced NF-kB reporter in Jurkat cells; PMA/ionomycin-induced NF-kB luciferase reporter, luminescence; inhibition, % at 4 µM; 330,000 compounds, 0.53% hits; AID 435003
SENP7 inh = blocks the human protease SENP7; Q9BQF6; recombinant SENP7, Z-RLRGG-aminoluciferin luminescence, 40 min; inhibition, % at 5 µM; 330,000 compounds, 1.5% hits; AID 434973;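 active = inhibition above about 50% at the single test dose, limit read from the data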;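 also: plate controls were DMSO with enzyme for no effect and no enzyme buffer wells for full effect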
Target sequence (Q9BQF6 706-1050 limits assumed): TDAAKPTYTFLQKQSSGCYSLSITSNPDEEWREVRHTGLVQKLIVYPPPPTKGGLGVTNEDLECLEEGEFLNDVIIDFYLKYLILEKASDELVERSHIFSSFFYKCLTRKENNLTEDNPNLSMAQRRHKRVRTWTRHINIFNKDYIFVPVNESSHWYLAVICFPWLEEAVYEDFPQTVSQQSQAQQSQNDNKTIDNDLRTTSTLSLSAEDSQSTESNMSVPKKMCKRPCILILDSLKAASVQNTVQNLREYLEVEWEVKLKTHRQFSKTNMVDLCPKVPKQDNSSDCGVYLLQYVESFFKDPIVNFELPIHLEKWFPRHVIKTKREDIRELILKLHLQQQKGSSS
Apaf-1 inh = inhibitors of human Apaf-1 apoptosome; O14727; reconstituted apoptosome caspase-3 activity, DEVD-Rh110 fluorescence; inhibition, % at 20 µM; 330,000 compounds, 0.71% hits; AID 489030; active = inhibition of at least 40% at 20 µM;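 also: plate controls were DMSO wells for no effect and DEVD-CHO caspase inhibitor wells for full effect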
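Medium: Hepes buffer, pH 7.5 / System: biochemical Apaf-1 apoptosome reconstitution / Measured by: Rh110 fluorescence, excitation 480 nm, emission 540 nm / Times: compound with Apaf-1, dATP, procaspase-3 30 min, then 50 min reaction, room temperature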
697 NFkB inh = inhibitors of the PMA/ionomycin-induced NF-kB reporter in 697 B cells; inhibition, % at 4 µM; 330,000 compounds, 0.33% hits; 697 B-cell NF-kB luciferase reporter, 16 h; in the data active = inhibition above about 35%
HKDC1 inhibitor = blocks human hexokinase HKDC1 activity. Q2TB90. recombinant HKDC1, G6PDH/diaphorase resazurin coupled fluorescence. inhibition, % at 20 µM. 340,000 compounds, 0.16% hits. AID 493160;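 active = inhibition above about 35% when tested at 20 µM, limit read from the data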;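 also: plate controls were DMSO wells with enzyme for no effect and DMSO wells lacking enzyme for full effect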
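Test system: HK5 enzyme. Quantity: 5 µg/mL HK5 final. Reagent: glucose and ATP substrates. Schedule: 90 min reaction incubation at room temperature, dark. Technique: resazurin-to-resorufin fluorescence via G6PDH and diaphorase coupling, 525/613 nm. Control set: DMSO wells with and without enzyme mix.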
SENP8 block = inhibitors of human SENP8 protease; 330,000 compounds, 1.2% hits; AID 2540; inhibition, % at 10 µM; purified SENP8, Z-RLRGG-aminoluciferin cleavage, luminescence
Target sequence (Q96LD8 whole entry, looked up): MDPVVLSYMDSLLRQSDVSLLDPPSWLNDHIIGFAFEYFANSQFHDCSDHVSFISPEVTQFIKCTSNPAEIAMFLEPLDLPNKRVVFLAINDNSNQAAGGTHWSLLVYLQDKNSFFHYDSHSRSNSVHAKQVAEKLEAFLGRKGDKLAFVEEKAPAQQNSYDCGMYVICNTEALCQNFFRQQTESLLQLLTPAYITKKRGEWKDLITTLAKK
UBC13 polyUb = human UBC13 polyubiquitination inhibition. P61088. inhibition, % at 20 µM. 330,000 compounds, 0.47% hits. UBC13 polyubiquitin chain formation, TR-FRET; in the data active = inhibition above about 45%, passing the limit was not always enough
Target sequence (P61088 whole entry, looked up): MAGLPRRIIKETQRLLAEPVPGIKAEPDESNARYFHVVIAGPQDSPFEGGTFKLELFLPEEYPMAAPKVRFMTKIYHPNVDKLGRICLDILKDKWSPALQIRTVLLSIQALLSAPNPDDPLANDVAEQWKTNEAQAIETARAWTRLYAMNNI
An asterisk follows results filed as active; . = no result given. Rule as the data show it, unless noted: active = inhibition above about 50%; inactive = the rest.

SMILES	SENP7 inh	SENP8 block	Apaf-1 inh	Gli-Sufu antag	697 NFkB inh	Jurkat NFkB inh	UBC13 polyUb	HKDC1 inhibitor
O=C(c1ccc(Cl)cc1)C1CCN(Cc2ccccc2)CC1	-2.6	6.1	1.7	10.8	5.9	-0.7	11.5	3.7
CCC(=O)N1CCC2(CC1)Oc1ccc(Cl)cc1C(=O)C21CC(c2ccccc2)=NO1 (stereo not given)	-3.5	-21.9	21.9	17.0	11.7	2.2	0.8	-2.3
Cc1c(C(C)CCCO)oc(=O)c2c1Oc1c(C)c(C(C)C[C@H](C)O)oc(=O)c1C2 (stereo not given in full)	1.6	2.9	-0.2	1.6	11.1	-8.0	0.1	-2.8
COc1cc(C2C(C(=O)c3ccco3)=C(O)C(=O)N2Cc2cccnc2)cc(OC)c1OC (stereo not given)	4.3	-1.8	-18.1	-1.4	12.7	4.4	2.7	4.9
O=C(Nc1cccc(S(=O)(=O)N2CCCC2)c1)c1cccnc1	1.2	0.5	-1.1	1.5	8.4	1.3	-1.4	-7.4
O=C(COC(=O)CCCNC(=O)c1ccc(Cl)cc1)Nc1ccc(Br)cc1	0.2	-12.4	1.0	2.6	14.2	8.1	-5.8	-15.0
CC(C)CCNC(=O)CN(CC1CCCO1)C(=O)CCC(=O)Nc1nccs1 (stereo not given)	4.9	5.0	-9.8	-1.1	13.7	2.4	3.9	-0.3
CC(=O)N1CCN(c2ccccc2NC(=O)c2ccc(Br)o2)CC1	2.2	3.1	3.8	1.8	0.1	18.7	-4.1	0.6
COc1cccc2cc(C(=O)N3CCN(c4ccccn4)CC3)c(=O)oc12	-4.2	-2.3	-0.1	1.6	1.6	8.2	4.3	-0.4
CCN(CC(=O)NCc1cccs1)C(=O)c1cc(S(=O)(=O)N2CCOCC2)ccc1C	-3.8	-5.8	-10.5	-6.9	9.4	-12.1	0.7	6.5
O=C(CCN1CCN(c2ccccc2F)CC1)Nc1ccc(F)cc1	-5.6	8.0	-8.5	14.6	16.9	5.6	3.2	-1.8
COCCOC(=O)/C(=C/c1ccc(OC(=O)c2ccccc2)cc1)C(C)=O	-1.8	-2.7	2.8	10.3	7.2	0.1	14.8	9.9
O=c1nc(N/N=C/C=C/c2ccccc2)cn[nH]1	52.6*	20.5	-9.1	-34.9	-53.5	-50.0	-21.7	-3.8
Cc1cc(=O)oc(C)c1C(=O)O	2.6	5.8	-17.3	3.5	10.3	2.7	17.9	-8.2
O=C(Nc1cccc(-n2cnnn2)c1)c1ccccc1Br	-12.6	-16.3	8.3	-8.5	3.7	-3.6	-5.3	4.2
COc1ccc(CCNC(=O)C2C3CCC(C3)C2C(=O)O)cc1OC (stereo not given)	3.9	-8.9	-0.1	25.0	-1.9	1.4	2.0	-2.2
COc1ccc(Br)cc1S(=O)(=O)NCc1ccccc1	-2.9	5.3	2.2	3.6	4.6	-1.6	14.5	-7.8
COc1ccc(OC)c(NC(=O)CCC(=O)Oc2ccc(C)cc2)c1	1.0	-3.6	-7.8	-1.8	-0.2	23.7	8.3	-7.1
CC(C)OCCCNC(=O)CN1C(=O)c2cccc3cccc1c23	3.8	-1.1	-1.0	-4.0	4.0	1.8	3.8	-1.8
CC(=O)Nc1ccc(NC(=O)c2ccc(NS(=O)(=O)c3cccc4cccnc34)cc2)cc1	3.5	8.2	-0.5	0.2	4.1	-1.5	0.8	-3.5
CC1(C)C(C#N)=C(N)Oc2c1c(=O)oc1ccccc21	11.7	-5.0	-1.1	6.2	-14.8	-6.2	3.0	1.3
CCNS(=O)(=O)c1ccc(CCC(=O)Nc2ccc3c(c2)OCO3)cc1	-1.9	0.0	1.7	-14.7	12.0	2.7	1.5	-0.2
CN1C(=O)CC(N2CCC(C(N)=O)CC2)C1=O (stereo not given)	-10.1	-6.6	-0.5	-16.8	16.0	-3.8	1.8	-6.6
O=C(N/N=C/c1cn(-c2ccccc2)nc1-c1cc2ccccc2o1)c1c[nH]c2ccccc12	-9.7	-6.6	2.5	-103.6	-161.6	-106.2	-8.0	-1.5
C#CCOCCOCCOCCNc1nc(N2CCN(C(=O)C([C@@H](C)O)n3cc([C@@H](N)CCCCN)nn3)CC2)nc(N2CCN(C(=O)[C@H](CCC(=O)O)n3cc([C@@H](N)CCCCN)nn3)CC2)n1 (stereo not given in full)	-3.2	-10.5	29.6	-14.9	13.1	-13.7	25.3	-7.4
O=C1Oc2ccccc2C(=O)/C1=C/N1CCN(c2ccccc2F)CC1	3.3	-7.1	-1.5	31.0	-3.6	-7.5	6.5	-3.7
CC(=O)Cn1nnc2sc(-c3ccccc3)cc2c1=O	4.1	-2.8	5.0	-65.1	-66.5	-75.1	-11.6	2.5
COCCSc1ccccc1C(=O)Nc1nccs1	-4.4	-5.3	-5.2	0.1	-6.2	11.5	4.8	-4.6
COc1ccc(/C=N/Nc2nc3ccccc3c(=O)n2-c2ccccc2)cc1OC	-6.4	-11.4	-8.3	-43.8	-26.9	-17.7	-3.2	-8.4
CC1(C)OC(=CC=Nc2ccc(Cl)cc2)OC1(C)C	2.0	-1.9	5.3	-7.2	12.9	18.6	9.9	-0.5
CC(=O)C1=C(O)C(=O)N(CCN2CCOCC2)C1c1ccccc1 (stereo not given)	6.0	7.8	-0.6	-0.3	4.2	-7.3	-4.8	-9.5
COc1ccc(-c2cc(C(F)F)n3ncc(C(=O)Nc4cc(C)on4)c3n2)cc1	10.2	0.3	4.9	18.7	1.1	-19.0	13.1	-5.5
CC(C)NC(=O)c1c(O)c2ccccc2[nH]c1=O	-1.3	-5.2	-15.5	-17.4	11.1	0.3	13.0	1.3
CC(=O)N1CCN=C1SCc1cccc(C(F)(F)F)c1	-0.1	0.7	6.2	-3.0	12.9	0.1	-4.5	-0.8
Cc1cc(C)n(-c2ccc(F)cc2CN2CCN(Cc3ccccc3)C(CCO)C2)n1 (stereo not given)	2.0	-2.8	-3.0	-8.2	5.6	4.0	12.3	0.0
NC(=O)CC(NC(=O)Cc1ccc(Cl)cc1)c1ccc(NC2CCN(Cc3ccccc3)CC2)c([N+](=O)[O-])c1 (stereo not given)	0.9	-2.5	0.4	10.0	16.6	28.5	-4.9	2.0
CCOc1ccc(S(=O)(=O)NN2Cc3ccccc3C2=N)cc1	2.4	0.8	-0.9	5.4	-7.3	19.6	6.4	-8.6
CC(=O)NC(CC(=O)Oc1ccc(C)cc1Br)c1ccccc1 (stereo not given)	-6.2	-0.7	2.6	4.3	-12.3	10.1	6.3	6.8
COc1ccccc1CNC(=O)COC(=O)COc1ccccc1Cc1ccccc1	-9.2	3.4	22.4	-10.6	19.2	5.1	-0.1	-1.1
CCCCNC(=O)CCn1c(=O)c2ccccc2n(Cc2cc(C)ccc2C)c1=O	-0.7	-9.1	7.8	-4.1	-14.3	-3.1	-7.4	-2.4
O=C(Nc1ccc(Br)cc1)C1CCN(c2cnccn2)CC1	-0.7	-1.3	4.5	8.5	3.1	8.0	10.8	-1.4
O=C(CN1C(=O)NC2(CCCCC2)C1=O)NCCCSc1ccccc1	2.3	0.0	-3.8	-1.3	14.9	8.4	-2.1	-4.2
COc1cc(NS(=O)(=O)c2ccc(NC(C)=O)cc2)cc(OC)c1	2.6	-1.2	5.2	30.9	-34.6	3.3	9.1	-2.3
Cc1ccc(NC(=O)c2ccc(C(C)(C)C)cc2)cc1[N+](=O)[O-]	-5.7	-15.7	6.2	-91.8	-107.9	-110.5	-0.1	-5.6
COc1ccc(Cc2nnc(SCC(=O)N3CCCC(C)C3)o2)cc1 (stereo not given)	1.5	1.7	-0.4	1.5	24.4	-3.5	-1.9	-1.1
CC1CCCCN1S(=O)(=O)c1ccc(-n2cnnn2)cc1 (stereo not given)	7.0	5.1	-7.7	-27.8	20.1	4.7	-1.4	-1.1
Cc1cc(C)n2nc(Nc3ccccc3)cc2n1	4.0	-14.7	-9.3	0.2	-22.1	-43.8	13.3	-2.9
COc1ccc(S(=O)(=O)N(C)C)cc1NC(=O)COC(=O)Cn1cnc2ccccc2c1=O	3.3	-6.4	-3.7	.	17.3	-10.7	6.6	-2.3
O=[N+]([O-])c1ccc(C=Nc2ccc(Cl)c([N+](=O)[O-])c2)s1	21.1	35.0	18.5	.	6.9	1.7	-13.8	.
CCOCCCN(Cc1cc2cc(C)cc(C)c2[nH]c1=O)C(=O)N(CC)CC	4.9	4.9	6.8	11.3	5.6	-6.8	4.3	4.4
CCNc1ccc(C(=O)OCC(=O)c2cc(C)n(Cc3ccc4c(c3)OCO4)c2C)cc1[N+](=O)[O-]	12.7	-0.4	11.4	0.6	15.9	11.4	-11.4	7.8
CC(CNc1ccccc1O)C(=O)O (stereo not given)	12.8	0.3	-165.1	-18.8	13.4	-1.9	-0.7	8.4

Gathered by group, the entries above with a Cl atom
SMILES	SENP7 inh	SENP8 block	Apaf-1 inh	Gli-Sufu antag	697 NFkB inh	Jurkat NFkB inh	UBC13 polyUb	HKDC1 inhibitor
O=C(c1ccc(Cl)cc1)C1CCN(Cc2ccccc2)CC1	-2.6	6.1	1.7	10.8	5.9	-0.7	11.5	3.7
CCC(=O)N1CCC2(CC1)Oc1ccc(Cl)cc1C(=O)C21CC(c2ccccc2)=NO1 (stereo not given)	-3.5	-21.9	21.9	17.0	11.7	2.2	0.8	-2.3
O=C(COC(=O)CCCNC(=O)c1ccc(Cl)cc1)Nc1ccc(Br)cc1	0.2	-12.4	1.0	2.6	14.2	8.1	-5.8	-15.0
CC1(C)OC(=CC=Nc2ccc(Cl)cc2)OC1(C)C	2.0	-1.9	5.3	-7.2	12.9	18.6	9.9	-0.5
NC(=O)CC(NC(=O)Cc1ccc(Cl)cc1)c1ccc(NC2CCN(Cc3ccccc3)CC2)c([N+](=O)[O-])c1 (stereo not given)	0.9	-2.5	0.4	10.0	16.6	28.5	-4.9	2.0
O=[N+]([O-])c1ccc(C=Nc2ccc(Cl)c([N+](=O)[O-])c2)s1	21.1	35.0	18.5	.	6.9	1.7	-13.8	.

Screening results as filed in PubChem.
